V1aR counter – agonists of human V1a receptor, primary screen, counter-screen for OXTR agonist project, fluorescence, CHO-V1R cells; 0.25% of 320,000 active; Fluo-8 calcium fluorescence, agonist mode; 0% DMSO, 100% 3 nM vasopressin; activation, % at 3 µM; AID 2797, 2010;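 active = activation above the mean activation of all tested compounds plus 3 SD, per screening run, cut at about 20% in these data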;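 note: signal is peak over basal fluorescence ratio across a 100 second FLIPR read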
OXTR ag – human OXTR agonists, primary screen, fluorescence, CHO-OTR cells, Fluo-8 calcium; 0.32% of 320,000 active; AID 2435, 2010; Oxytocin receptor (Homo sapiens), P30559; activation, % at 3 µM; Fluo-8 calcium fluorescence; normalized: DMSO 0%, oxytocin 100%;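 active = activation above the mean of all tested compounds plus 3 SD, cutoff set per screening run, cut at about 20% in these data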;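 note: peak over basal fluorescence ratio from a 100 s FLIPR kinetic read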
Target sequence (P30559 whole entry, looked up): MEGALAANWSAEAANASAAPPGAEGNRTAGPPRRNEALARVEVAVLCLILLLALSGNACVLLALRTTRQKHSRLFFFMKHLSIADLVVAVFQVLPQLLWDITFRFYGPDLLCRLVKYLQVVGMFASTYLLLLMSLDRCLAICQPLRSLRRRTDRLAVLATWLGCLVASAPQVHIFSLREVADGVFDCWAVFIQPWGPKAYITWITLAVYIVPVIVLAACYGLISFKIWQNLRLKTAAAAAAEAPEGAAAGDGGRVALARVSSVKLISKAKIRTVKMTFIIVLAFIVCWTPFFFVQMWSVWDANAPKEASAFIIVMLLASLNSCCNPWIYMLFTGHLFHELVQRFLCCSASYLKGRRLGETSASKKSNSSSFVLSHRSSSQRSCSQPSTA
NS3 helicase inh – inhibitors of HCV NS3 helicase, primary screen, biochemical, Cy5 molecular beacon fluorescence; Hepatitis C virus NS3 helicase; NS3 helicase DNA unwinding; inhibition, % at 10.9 µM; 0.56% of 290,000 active; AID 1800, 2009;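 active = inhibition above the mean of all tested compounds plus 3 SD, set per campaign, cut at about 35% in these data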;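 note: 0% = DMSO wells and 100% = thioflavine S control wells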
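System: HCV NS3 helicase fragment; control set: DMSO and thioflavine S; technique: Cy5 fluorescence at 0 and 60 min, beacon hairpin quenching; reagent: beacon DNA duplex substrate plus ATP; replicates: singlicate; schedule: 1 h reaction at 25 °C, ATP-initiated; medium: MOPS buffer pH 6.5 with MgCl2, DTT, Tween20, BSA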
IMP-1 inh – IMP-1 metallo-beta-lactamase inhibitors, primary screen, biochemical, epi-absorbance readout, Pseudomonas aeruginosa enzyme; metallo-beta-lactamase IMP-1 (Pseudomonas aeruginosa); AID 1556, 2009; 0.45% of 290,000 active; inhibition, % at 5.6 µM; purified IMP-1, nitrocefin hydrolysis, epi-absorbance fluorescence;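 active = inhibition above the mean plus 3 SD of all compounds in the same screening run, cut at about 4.5% in these data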;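 note: 0% = IMP-1 with DMSO and 100% = DMSO wells lacking enzyme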
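assay system = purified recombinant IMP-1 metallo-beta-lactamase enzyme | schedule = 15 min preincubation plus 25 min reaction at 25 °C | signal = Epi-absorbance fluorescence, 480 nm excitation, 530 nm emission | read-out basis = percent inhibition from optical density relative to buffer-blank wells | controls = IMP-1 with DMSO as 0%, enzyme-free DMSO as 100%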
DNA FID counter – compounds displacing fluorescent DNA intercalator, primary screen, artefact control for HCV NS3 helicase inhibitor project, biochemical, FID fluorescence | DNA fluorescent intercalator displacement | inhibition, % at 7.9 µM | 0.17% of 290,000 active; in the data active = inhibition above about 37%;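 note: 0% = vehicle and 100% = reference compound; higher means more ethidium bromide displaced from hairpin DNA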
GalR3 antag – GalR3 antagonists in HEK293 cells, primary screen, cell-based, fluorescence readout. Galanin receptor type 3 (Homo sapiens), O60755. HEK293 GalR3-CNG cAMP membrane potential fluorescence; galR3 body fused to GalR1 C-terminus. inhibition, % at 3 µM. 0.44% of 360,000 active;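 active = inhibition above the screen-wide average plus 3 SD, cut at about 13% in these data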;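 note: forskolin and galanin both at EC90 stimulate the cells; cAMP rise reported by CNG channel membrane potential dye signal; 0% = forskolin plus galanin with DMSO and 100% = forskolin alone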
PHOSPHO1 block – PubChem AID 1565. 1.1% of 290,000 active. inhibition, % at 13.3 µM. recombinant PHOSPHO1, absorbance phosphatase assay. Phosphoethanolamine/phosphocholine phosphatase (Homo sapiens), Q8TCT1; in the data active = inhibition above about 60%
Target sequence (Q8TCT1 whole entry, looked up): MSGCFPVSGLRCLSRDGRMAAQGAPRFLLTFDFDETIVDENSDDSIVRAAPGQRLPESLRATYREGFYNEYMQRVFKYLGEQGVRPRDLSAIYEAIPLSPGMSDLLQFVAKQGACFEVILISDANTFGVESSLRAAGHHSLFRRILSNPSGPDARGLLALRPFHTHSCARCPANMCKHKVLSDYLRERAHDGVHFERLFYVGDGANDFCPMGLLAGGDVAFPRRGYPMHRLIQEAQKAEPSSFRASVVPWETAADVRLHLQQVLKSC
VIM-2 inhibitor – VIM-2 metallo-beta-lactamase inhibitors, primary screen, biochemical, epi-absorbance readout, Pseudomonas aeruginosa enzyme; purified VIM-2, nitrocefin hydrolysis, epi-absorbance fluorescence; inhibition, % at 5.6 µM; 0.89% of 290,000 active; AID 1527, 2009;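 active = inhibition above the mean of all tested compounds plus 3 SD, cutoff set per screening run, cut at about 7.5% in these data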;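 note: red hydrolysis product quenches plate fluorescence so inhibitors raise well fluorescence; 0% = enzyme with DMSO and 100% = DMSO without enzyme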
GPR7 antag – GPR7 receptor antagonists, primary screen, cell-based, fluorescence, single concentration; AID 1861, 2009; Neuropeptides B/W receptor type 1 (Homo sapiens), P48145; 1.1% of 290,000 active; inhibition, % at 4.4 µM; GPR7-expressing cells, fluorescence antagonist assay; in the data active = inhibition above about 16%, passing the limit was not always enough;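 note: cells stimulated with the agonist NPW; 0% = agonist with vehicle and 100% = vehicle without agonist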
Target sequence (P48145 whole entry, looked up): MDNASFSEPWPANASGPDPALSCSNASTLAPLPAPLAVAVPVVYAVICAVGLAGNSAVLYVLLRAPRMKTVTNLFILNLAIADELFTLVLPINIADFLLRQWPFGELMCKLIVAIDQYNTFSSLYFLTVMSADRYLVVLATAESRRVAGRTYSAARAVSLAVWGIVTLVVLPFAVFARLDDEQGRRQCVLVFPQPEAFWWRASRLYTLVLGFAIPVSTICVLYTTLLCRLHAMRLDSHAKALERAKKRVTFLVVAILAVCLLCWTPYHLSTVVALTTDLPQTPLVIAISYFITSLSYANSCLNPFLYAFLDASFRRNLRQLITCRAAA
Numbers without * were called inactive; · = no result given.

SMILES	V1aR counter	OXTR ag	NS3 helicase inh	IMP-1 inh	DNA FID counter	GalR3 antag	PHOSPHO1 block	VIM-2 inhibitor	GPR7 antag
Nc1ccccc1C(=O)Nc1cccc(C(=O)O)c1	-0.4	0.0	3	-1.8	0	-10	18	-0.5	-1
CCC(CC)C(=O)Nc1nnc(S(=O)(=O)Nc2ccccc2C)s1	0.2	-0.3	3	-3.9	-18	-2	9	-1.4	-13
COc1ccc(-c2noc(CN(C)S(=O)(=O)c3ccc(Cl)cc3)n2)cc1OC	4.4	4.2	-5	-1.7	-7	-8	0	-1.9	-1
O=C(NCc1ccccc1)c1nc[nH]c1C(=O)NCc1ccccc1	0.1	-1.5	-10	-3.8	-16	-7	37	-2.3	-13
CC(C)(C)C(=O)Nc1cc2c3c(c1)CCN3C(=O)CC2	0.2	1.1	7	-3.2	-1	-3	-27	-3.2	2
NC(=O)c1nsc(C(=O)N(Cc2ccco2)C(C(=O)NCC2CCCO2)c2ccc(F)cc2)c1N (stereo unspecified)	·	·	2	-4.0	-31	-10	14	-3.8	9
CCSc1nnc(-c2cccc(S(=O)(=O)N(CC)CC)c2)n1Cc1ccccc1	1.6	0.1	-5	-6.0	-39	-6	17	-5.5	14
CCN(CC)c1ccc(C=N/C(C#N)=C(\N)C#N)cc1	0.4	1.0	-6	-0.6	0	-4	23	-3.6	-12
CCSc1nnc([C@H](Cc2ccccc2)NC(=O)OC(C)(C)C)o1	-0.5	-1.2	3	1.7	-30	-7	5	-0.6	-10
O=C(CNC(=O)c1cccc(Br)c1)N/N=C/c1ccc2c(c1)OCO2	2.0	0.7	-6	-1.7	-12	-9	27	-1.3	-5
Nc1nonc1-n1nnc(C(=O)N/N=C/c2ccc(Cl)cc2Cl)c1CN1CCCCC1	-0.1	-0.8	9	-3.8	-9	-6	44	-3.4	-19
CC(Sc1nnc2c(n1)C1CCC2(C)C1(C)C)C(=O)Nc1ccccc1 (stereo unspecified)	1.1	-1.1	-11	-0.6	-24	-7	-7	0.2	-5
COc1ccc(C(=O)CSc2nnc(-c3ccccc3)o2)cc1	1.2	0.3	-2	-4.0	-3	-2	10	-1.4	-14
COc1ccccc1-c1nc(SCC(=O)NCc2ccco2)c2c(=O)n(C)c(=O)n(C)c2n1	-0.3	-1.2	-3	1.4	-42	-1	18	2.2	0
O=C(Nc1cccnc1)c1ccc(Cl)c(Cl)c1	3.1	1.9	-5	-1.8	-2	-8	36	-1.2	-14
CC(C)(C)n1nc2c(c1NC(=O)c1ccco1)CS(=O)C2 (stereo unspecified)	0.1	-0.5	0	-1.8	-1	4	2	-1.8	-5
COc1cccc(NS(=O)(=O)CC23CCC(CC2=O)C3(C)C)c1 (stereo unspecified)	0.8	-0.6	-2	-3.7	-7	-1	-7	-3.8	-5
CCOC(=O)c1cc(NC(=O)c2cc(C)on2)cc(C(=O)OCC)c1	-0.1	-0.6	5	-1.3	-5	-4	1	0.8	13
CCN1C(=O)OC2(CCCCC2)C1(C)O (stereo unspecified)	0.1	0.9	3	-0.6	1	·	3	0.7	-11
CCCCNC(=O)CCCCC(=O)N/N=C/c1ccccc1Cl	-0.2	-2.2	-2	-3.5	-16	-5	2	-3.0	-7
C/C(=N\NC(=O)c1ccc(O)cc1O)c1cccnc1	·	·	-1	-4.7	-8	2	36	-2.2	-5
CC(C)C(=O)N1CCN(c2nc(-c3ccccc3)c3c(c2C#N)CC(C)(C)OC3)CC1	-1.9	-2.5	-4	-3.0	-42	-5	10	0.6	-11
COc1ccc(CN2CCNC(=O)C2CC(=O)NCCN2CCCCC2=O)c(F)c1 (stereo unspecified)	0.6	1.2	10	1.0	-7	-3	13	1.3	14
Nc1c(-c2ccc(F)cc2)cnc2ncnn12	-0.4	0.4	3	-1.8	1	-4	40	0.0	-16
Cc1ccc2c3c([nH]c2c1)C(=O)CC(C)(C)S3	0.1	-0.2	-1	-2.0	-2	-7	32	-1.6	-2

Next part:
SMILES	V1aR counter	OXTR ag	NS3 helicase inh	IMP-1 inh	DNA FID counter	GalR3 antag	PHOSPHO1 block	VIM-2 inhibitor	GPR7 antag
Cc1onc(-c2c(Cl)cccc2Cl)c1C(=O)n1nnc2ccccc21	-0.4	-0.5	-8	-2.7	3	·	0	-2.1	-5
Cc1csc(NC(=O)/C=C/c2ccc3c(c2)OCO3)n1	0.5	1.4	-6	-3.3	1	-6	9	-3.5	1
O=S(=O)(c1ccc(F)c(F)c1F)N1CCN(C(=S)Nc2ccccc2)CC1	-0.3	0.9	-14	-0.5	-2	7	21	-0.7	-4
COc1ccccc1N(C)S(=O)(=O)c1ccc(Cl)c(C(=O)NNC(=O)c2ccccc2O)c1	4.4	1.9	5	-1.3	-28	1	15	-2.5	-13
CCc1cc(=O)oc2cc(OCC(=O)NC3CC(C)(C)NC(C)(C)C3)ccc12	0.5	0.5	1	-2.6	8	1	58	4.5	-9
CCOc1cccc(C(=O)Nc2ccccc2C(=O)N2CCN(C)CC2)c1	0.3	0.8	-1	-1.2	6	-3	41	0.4	-5
O=C(C1CCN(c2ncnc3c2nc2n3CCCCC2)CC1)N1CCN(c2ccccc2F)CC1	5.8	4.4	-1	-1.3	-67	3	34	-0.4	-12
COc1ccc(-c2cc(C(=O)N3CCCC3)c3ccccc3n2)cc1OC	0.1	0.1	0	-3.0	-33	-3	19	-3.2	-12
CCc1cc2c(NCc3ccco3)ncnc2s1	4.5	4.4	16	-4.5	2	-5	28	-2.6	6
CCOc1ccc2nc(NCCNS(=O)(=O)c3ccccc3)c(C#N)cc2c1	-0.4	-0.4	29	-3.4	4	-4	37	-4.2	-7
O=C(Nc1ccc(Cl)cc1)N1CCC(c2nc(-c3ccc(F)cc3)no2)CC1	10	13	-2	-3.4	-1	-8	-14	-2.0	-2
CCS(=O)(=O)N1CCC(C(=O)Oc2ccccc2)CC1	-0.2	-1.6	-5	-1.0	-4	-4	·	-0.5	-13
CCN(CC)C(=O)CN1C(=O)C2CC=C(Cl)CC2C1=O (stereo unspecified)	1.0	-0.3	0	-3.4	0	2	14	-0.9	1
Cc1cccc(C)c1NC(=S)N(Cc1ccco1)C1CCN(C(C)C)CC1	-0.4	-0.4	4	-4.5	4	-4	-1	-3.5	-11
CS(=O)(=O)N(CC(=O)NC1CCCC1)c1ccc(Oc2ccccc2)cc1	7.0	5.0	2	-0.3	-26	-9	36	0.1	6
O=C(NCc1ccccc1)[C@H]1C[C@@H]1[C@H](NP(=O)(c1ccccc1)c1ccccc1)c1ccccc1	-1.5	-2.0	-4	-4.6	-41	3	28	-3.6	-9
CC(C)(C)c1ccc(C(=O)NC(=S)NCC2CCCO2)cc1 (stereo unspecified)	-0.6	-1.3	-3	-1.0	-26	-5	-9	-0.2	2
O=c1oc2ccccc2c(NC2CCCCC2)c1NS(=O)(=O)c1ccc(F)c(Cl)c1	-0.4	-0.6	-5	-3.2	-23	-1	15	0.4	-7
Cc1cc(C)c(C)c(S(=O)(=O)N2CCN(C(=O)CCc3nc4ccccc4c(=O)[nH]3)CC2)c1C	0.0	-0.8	-18	-0.8	-45	0	14	-2.4	-12
CC(=O)c1ccc(NC(=O)CSc2nc(N)c3cc4c(nc3n2)CCCC4)cc1	0.8	-2.0	0	-3.5	-18	4	14	-2.0	-22
O=C(O)c1cc(-c2ccc(/C=N/Nc3ccc([N+](=O)[O-])cn3)o2)ccc1Cl	·	·	10	-1.8	-18	-4	-14	-3.5	-4
CCOC(=O)c1ccc[n+](CC(=O)c2ccc(OC)cc2)c1	0.5	-0.5	-64	-2.3	-5	-4	11	1.3	-8
CN=C1CC(C)(C)CC(=O)/C1=C(/O)CCCN1C(=O)c2ccccc2C1=O	-0.3	0.0	1	-2.6	-11	0	32	-1.1	-18
CC1(C)CC2CC(C)(CN2C(=O)COC(=O)c2ccc(Cl)cc2N)C1 (stereo unspecified)	-0.8	-0.9	-4	-4.2	-10	-2	25	-1.2	-13
Cc1nc(SCCO)c([N+](=O)[O-])[nH]1	0.0	0.2	-1	-2.9	-2	-1	37	-0.8	-7

Exported bar-delimited: two of the compounds above
mol | V1aR counter | OXTR ag | NS3 helicase inh | IMP-1 inh | DNA FID counter | GalR3 antag | PHOSPHO1 block | VIM-2 inhibitor | GPR7 antag
CN=C1CC(C)(C)CC(=O)/C1=C(/O)CCCN1C(=O)c2ccccc2C1=O | -0.3 | 0.0 | 1 | -2.6 | -11 | 0 | 32 | -1.1 | -18
CC(=O)c1ccc(NC(=O)CSc2nc(N)c3cc4c(nc3n2)CCCC4)cc1 | 0.8 | -2.0 | 0 | -3.5 | -18 | 4 | 14 | -2.0 | -22

The list continues:
SMILES	V1aR counter	OXTR ag	NS3 helicase inh	IMP-1 inh	DNA FID counter	GalR3 antag	PHOSPHO1 block	VIM-2 inhibitor	GPR7 antag
C=CCn1c(SCC(=O)c2ccc(Cl)s2)nc2ccccc2c1=O	-0.8	-2.3	4	-2.8	-6	-6	-18	-0.4	-5
O=C(CN1CCOCC1)Nc1ccc([N+](=O)[O-])cc1Br	-0.4	0.3	-4	-1.2	-1	-9	32	-1.4	-12
COc1ccc(CN2CCN(Cc3ccccc3C(F)(F)F)CC2)c(OC)c1	2.2	0.6	-25	-2.4	7	-4	33	0.0	0
C(=N\Nc1ncnc2sc3c(c12)CCC3)/c1cccs1	-1.4	-1.6	-54	-1.1	-11	-6	35	2.0	-12
O=C(Nc1cc(-c2ccccc2)[nH]n1)c1ccccc1F	1.4	2.0	-3	-2.6	-7	-5	12	-1.5	-1
COc1cc(/C=C2\CCCc3c2nc2ccccc2c3C(=O)O)cc(Br)c1O	-0.5	0.8	17	-2.5	-19	-8	-9	1.6	-9
CN(C)CCNC(C(=O)Nc1cc(Cl)cc(Cl)c1)c1ccccc1 (stereo unspecified)	2.2	8.1	-10	-2.2	17	-6	11	-2.3	-1
CCOC(=O)C1(CCOc2ccccc2)CCN(Cc2ccc(OC)c(O)c2)CC1	11	6.8	-7	-0.2	17	4	19	0.9	11
COc1ccc(C(CNC(=O)c2ccc(S(=O)(=O)N3CCCC3)cc2)N2CCOCC2)cc1 (stereo unspecified)	0.1	0.5	3	-0.2	-18	1	5	0.6	-1
Cc1ccc(C2NC(=O)c3c(sc4c3CCN(C)C4)N2)s1 (stereo unspecified)	1.9	2.8	-6	-1.9	-8	-8	19	-2.5	-17
CC(=O)Nc1c2c(nn1-c1ccccc1)CS(=O)C2 (stereo unspecified)	1.0	0.5	2	0.8	0	-4	-29	0.5	-6
CCOc1ccc(C(=O)NCC(=O)NCCOc2ccc(C)cc2)cc1	-0.8	-1.3	-22	-1.6	-19	-3	31	0.2	-2
NNc1nc2ccc(Cl)cc2s1	-0.5	-1.5	2	-4.2	12	-5	-21	-4.7	0

From PubChem BioAssay
